# Bioassay records deposited in PubChem BioAssay by National Center for Advancing Translational Sciences (NCATS).
# aSyn rescue: alpha-synuclein toxicity inhibition in yeast. Yeast expressing alpha-synuclein, growth rescue, BacTiter-Glo, 24 h. Potency, µM (highest dose often 46.1 µM), without a hit: top-dose growth rescue (activation), actives largely listed as activators. 0.14% of 370,000 active. AID 652106; further: % of control where 0% means no effect; nearly all actives have a fitted effect of over 65% in size
#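 Galactose-induced alpha-syn yeast (OD600=0.02, raffinose-pregrown) + pinned cpd, 24 hr, 30 deg C; growth by BacTiter-Glo luminescence. Growth restoration scores as activation.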
# EPAC2 ag: activates human EPAC2 exchange factor | Q8WZA2 | EPAC2 activation, biochemical qHTS; response scale: 100% = 6.5 mM cAMP response | Potency, µM (titrated, usually from 154 µM), without a hit: top-dose activation, hits mostly activators | 0.079% of 360,000 active | AID 720711; further: nearly all actives have a fitted effect of over 50% in size
# Target sequence (Q8WZA2 whole entry, looked up): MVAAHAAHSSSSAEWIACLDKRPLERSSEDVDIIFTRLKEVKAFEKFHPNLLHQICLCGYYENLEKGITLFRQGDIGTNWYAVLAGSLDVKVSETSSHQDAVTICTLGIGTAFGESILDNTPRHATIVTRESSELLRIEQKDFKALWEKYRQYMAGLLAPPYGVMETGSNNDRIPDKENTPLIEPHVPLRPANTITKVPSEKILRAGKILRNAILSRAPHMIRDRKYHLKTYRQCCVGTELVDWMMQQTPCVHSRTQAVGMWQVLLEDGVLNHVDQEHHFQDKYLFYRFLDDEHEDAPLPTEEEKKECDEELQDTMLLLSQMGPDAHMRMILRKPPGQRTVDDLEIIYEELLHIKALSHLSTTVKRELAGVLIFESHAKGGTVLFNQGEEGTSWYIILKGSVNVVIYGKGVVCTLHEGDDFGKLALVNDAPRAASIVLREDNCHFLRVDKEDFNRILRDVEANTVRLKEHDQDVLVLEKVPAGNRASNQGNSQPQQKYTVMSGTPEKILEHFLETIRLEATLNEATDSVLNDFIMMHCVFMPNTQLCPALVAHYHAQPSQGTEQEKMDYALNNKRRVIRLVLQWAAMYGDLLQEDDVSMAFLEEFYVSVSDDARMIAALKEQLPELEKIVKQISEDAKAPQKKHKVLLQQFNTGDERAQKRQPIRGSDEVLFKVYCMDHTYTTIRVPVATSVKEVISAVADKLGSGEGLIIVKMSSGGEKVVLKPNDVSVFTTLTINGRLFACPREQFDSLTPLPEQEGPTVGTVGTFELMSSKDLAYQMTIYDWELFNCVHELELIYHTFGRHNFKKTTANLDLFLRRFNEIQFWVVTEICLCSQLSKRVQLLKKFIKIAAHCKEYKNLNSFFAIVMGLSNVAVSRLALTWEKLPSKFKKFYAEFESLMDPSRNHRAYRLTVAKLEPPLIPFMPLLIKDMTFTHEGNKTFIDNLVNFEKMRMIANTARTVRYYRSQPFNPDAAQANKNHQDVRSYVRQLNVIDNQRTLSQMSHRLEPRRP
#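 Fluorescence exchange assay: 100 nM EPAC2 with 250 nM RAP1B-BODIPY-GDP and 50 uM GDP; compounds tested as a concentration-titration series (qHTS). Loss of Rap1-bound BODIPY-GDP fluorescence read at 480/540 nm; data normalized to 6.5 mM cAMP.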
# EPAC2 antagonist: antagonists of human EPAC2. EPAC2 GEF exchange of Rap1B-BODIPY-GDP, fluorescence. Potency, µM (top dose mostly 114 µM), for inactives: top-dose activity, negative = inhibition, most hits filed as inhibitors. AID 720708. Q8WZA2. 0.18% of 360,000 active; further: on the % scale 0 is the no-effect control and ±100 the full control effect; nearly all actives have a fitted effect of over 45% in size; many of its hits are not listed in these tables
# EPAC1 agonist: EPAC1 (human) agonism; O95398; EPAC1 agonist qHTS, biochemical assay; response scale: 100% = response to 6.5 mM cAMP; Potency, µM (highest dose often 154 µM), for inactives: at the top dose activation, hits mostly activators; 0.073% of 360,000 active; AID 720707; further: nearly all actives have a fitted effect of over 60% in size
#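 Fluorescent GDP-exchange assay: 100 nM EPAC1 with 250 nM Rap1B preloaded with BODIPY-GDP and 50 uM GDP; compounds tested as concentration series, 5 min at room temperature, then read every 5 min for 30 min (ex 480/em 540 nm); normalized to 6.5 mM cAMP.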
# PTHR1 agonist: PTHR1 (human) receptor agonism. AID 743266. Potency, µM (titrated, usually from 115 µM), inactives show at the top dose activation, usual class: activators. Q03431. HEK293 GP2 PTHR1 cells, GloSensor cAMP luminescence, 1 h. 0.075% of 410,000 active; further: nearly all actives have a fitted effect of over 55% in size; some results filed as inactive show a strong effect at the top dose; inactives centre near -15; many of its hits are not listed in these tables
#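 HEK-293-derived GP2 cells expressing PTHR1 and a GloSensor cAMP reporter, 3,000/well, plated overnight, given luciferin plus IBMX (each 0.5 mM as added) for 1 h at 37 °C, then compound for 1 h at 37 °C. Luminescence was read after 15 min at room temperature.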
# FUS suppressor: FUS proteinopathy suppression in yeast; S. cerevisiae FUS-expressing, growth rescue, OD600, 24 h; Potency, µM (series often up to 76.6 µM), without a hit: at the top dose growth rescue (activation), actives largely listed as activators; 0.24% of 390,000 active; AID 1347120;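 further: plate controls were DMSO vehicle for no effect and reference control for full effect; nearly all actives have a fitted effect of over 55% in size; some results filed as inactive show a strong effect at the top dose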
#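 Restored growth of FUS-toxic S. cerevisiae, read as 600 nm absorbance after 24 h at 30C in galactose medium (starting OD 0.005). Controls CP55940 and DMSO.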
# EPAC1 antag: blocks human EPAC1 exchange factor; O95398; EPAC1 GEF assay, Rap1b-BODIPY-GDP exchange fluorescence; Potency, µM (titrated, usually from 115 µM), for the others: at the top dose activity change, negative = inhibition, most hits filed as inhibitors; 0.14% of 360,000 active; AID 720709;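 further: plate controls were vehicle for no effect and positive control for full effect; nearly all actives have a fitted effect of over 50% in size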
# TDP43 rescue: TDP-43 toxicity inhibition in yeast. TDP-43 expressing yeast growth rescue, BacTiter-Glo, 24 h. Potency, µM (titrated, usually from 46.1 µM), for inactives: top-dose growth rescue (activation), most hits filed as activators. 1.8% of 410,000 active; further: % of control where 0% means no effect; nearly all actives have a fitted effect of over 50% in size
#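 Galactose-induced TDP-43 yeast, OD600=0.02, compound pinned; 24 hr, 30 deg C; BacTiter-Glo luminescence for growth. Inhibitors of TDP-43 toxicity read as activators.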
# Numbers without * were called inactive; i = inactive; ? = inconclusive; / = no result given; [ ] = dose if it differs, or a comment. The call rests on the fitted dose curve; in most records, active means well fitted curve in the direction sought with a large enough effect; inconclusive means small, poorly fitted or top-dose-only effect, or another doubt; inactive means no such curve, though single readings can be large; an effect the other way counts as inactive or inconclusive. Potency means the concentration at half of the fitted maximal effect. Some of the compounds tested, so the mix of outcomes need not match the whole.
(1) O=C(CCCSc1nc(-c2ccco2)cc(C(F)(F)F)n1)NCc1cccs1
(2) CCc1nc2c(OCC(N)=O)cccn2c1N(C)C(=O)c1cccs1
(3) CCNC(=O)C1(C)CCN(C(=O)CCc2ccccc2)C1 (stereo not drawn)
(4) COc1ccc(Cl)cc1NC(=O)C(C)N1CCc2ccccc21 (stereo not drawn)
(5) CSc1nc(-c2ccccc2)ccc1C(N)=O
(6) COc1ccc(C2C(C(=O)c3ccco3)=C(O)C(=O)N2CCOCCO)cc1OC (stereo not drawn)
Assay by compound | 1 | 2 | 3 | 4 | 5 | 6
EPAC2 antagonist | -1% | 1% | -5% | -21% | 6% | -1%
EPAC1 antag | -13% | 3% | -11% | -4% | 8% | -6%
EPAC1 agonist | -12% | 12% | -17% | 12% | -7% | 9%
TDP43 rescue | 4% | 13% | 19% | ? | -8% | -7%
PTHR1 agonist | -4%[57.5 µM] | i | -2% | -19% | 16%[57.5 µM] | -17%
FUS suppressor | 9% | 14% | -19% | -2% | -1% | -1%
aSyn rescue | -1% | -7% | -1% | -5% | 6% | 2%
EPAC2 ag | 2% | -1% | 4% | 12% | -9% | 8%

(7) CNC(=O)c1sccc1-n1cccc1
(8) CSc1ccc(Cl)c(C(=O)OCC(=O)N(C)CCC#N)c1
(9) Cc1c(CCC(=O)N[C@@H](C)C(=O)O)c(=O)oc2cc3occ(-c4ccccc4)c3cc12
(10) O=C(N/C(=C/c1ccccc1Cl)C(=O)N1CCCC1)c1ccccc1
(11) COc1cc(C2C(C(=O)Nc3ccccc3C)=C(C)Nc3nc(SCc4cc(C)ccc4C)nn32)ccc1O (stereo not drawn)
(12) Cc1ccc(CNC(=O)CSc2nc3ccccc3c(=O)n2CC2CCCO2)cc1 (stereo not drawn)
Assay by compound | 7 | 8 | 9 | 10 | 11 | 12
EPAC2 antagonist | -15% | 6% | -22% | -15% | / | 5%
EPAC1 antag | -8% | 1% | 11% | -28% | / | -28%
EPAC1 agonist | 13% | 1% | -13% | 0% | / | 12%
TDP43 rescue | -2% | 14% | 18% | -16% | ? | 16%
PTHR1 agonist | -17%[57.5 µM] | -27% | i | 6% | i | -33%[inhibitor]
FUS suppressor | 15% | -33% | 30% | 11% | 12% | -18%
aSyn rescue | 29% | 0% | 6% | 8% | -3% | -5%
EPAC2 ag | 5% | 11% | 3% | 7% | / | 9%

(13) Oc1ccccc1C=NCC(O)c1ccccc1 (stereo not drawn)
(14) CC(=O)Nc1ccc(S(=O)(=O)NCCSCc2ccccc2Cl)cc1
(15) CCOC(=O)c1c(-c2ccccc2)oc2ccc(OC(C)=O)cc12
(16) Nc1nc(-c2ccc3ccccc3c2)c(C2(O)C(=O)Nc3c(Br)cc(F)cc32)s1 (stereo not drawn)
(17) COc1ccc2cc3cc(C(=O)NCC4COc5ccccc5O4)oc3nc2c1 (stereo not drawn)
(18) O=C(COc1ccc(F)cc1)NCC1(N2CCCCC2)CCCCC1
Assay by compound | 13 | 14 | 15 | 16 | 17 | 18
EPAC2 antagonist | 12% | -12% | -8% | -1% | -1% | -6%
EPAC1 antag | 23% | ? | -2% | -4% | -4% | -18%
EPAC1 agonist | -7% | 11% | 10% | -3% | 2% | -9%
TDP43 rescue | 2% | 13% | ? | -7% | -9% | -4%
PTHR1 agonist | -19% | i | -9%[57.5 µM] | -2%[57.5 µM] | 25% | -14%
FUS suppressor | 7% | / | 0% | 14% | 43% | 16%
aSyn rescue | -6% | 3% | -2% | 4% | -4% | -6%
EPAC2 ag | -4% | 20% | 7% | -19% | -9% | 0%

(19) O=C(NCCc1ccccc1)C(=O)NCC1CCCN1S(=O)(=O)c1ccccc1 (stereo not drawn)
(20) CS(=O)(=O)N1CCC(Oc2ccccc2C(=O)N2CCCCC2CO)CC1 (stereo not drawn)
(21) N#CC1=C(N)c2ccccc2CC12CCCCC2
(22) Cc1nn(C(C)C(=O)NC2CCCCC2)c(=O)c2nn(-c3ccccc3)c(C)c12 (stereo not drawn)
(23) CC(C)(C)NC(=O)C(=O)NN=C1CCCCCC1
(24) O=C(CN1C(=O)NC2(CCCC2)C1=O)Nc1ccc(F)c(F)c1F
Assay by compound | 19 | 20 | 21 | 22 | 23 | 24
EPAC2 antagonist | 1% | 11% | ? | 4% | 2% | 9%
EPAC1 antag | 20% | 11% | -10% | -6% | 5% | 7%
EPAC1 agonist | 3% | 9% | 26% | 3% | -6% | 1%
TDP43 rescue | -4% | 5% | 13% | 15% | 18% | 6%
PTHR1 agonist | -48%[inhibitor] | -24% | i | -8% | -4% | i
FUS suppressor | 32% | -32% | -11% | ? | -9% | -16%
aSyn rescue | -3% | 2% | 22% | 21% | 0% | /
EPAC2 ag | 14% | 4% | 25% | 4% | 1% | 2%

(25) C=CCSC1=C(C#N)C(c2ccccc2OCC)C(C#N)C(=O)N1 (stereo not drawn)
(26) Brc1c(-c2ccc3c(c2)OCO3)nc2ncccn12
(27) CCCc1cc(NCCCn2ccnc2)n2nc(C)c(-c3ccccc3)c2n1
(28) COc1cccc(NC(=O)CN(C)C(=O)/C=C/c2cn(-c3ccccc3)nc2-c2ccc(C)cc2)c1
(29) O=c1cc(-c2ccccc2F)oc2ccccc12
Assay by compound | 25 | 26 | 27 | 28 | 29
EPAC2 antagonist | 4% | 2% | -13% | 0% | -4%
EPAC1 antag | -6% | -23% | 12% | -19% | -9%
EPAC1 agonist | 0% | -8% | 12% | 6% | 4%
TDP43 rescue | -5% | / | 11% | 22% | ?
PTHR1 agonist | i | i | -15% | i | -7%[57.5 µM]
FUS suppressor | 15% | 15% | 1% | 18% | 7%
aSyn rescue | -17% | 6% | -7% | 20% | -8%
EPAC2 ag | 5% | 2% | 11% | 5% | -4%
